Assay outcomes: PubChem BioAssay, several laboratories
KLF5 inh = suppresses KLF5 promoter-driven expression. DLD-1 KLF5 promoter-luciferase reporter, luminescence. inhibition, % at 5 µM. 0.23% of 290,000 active;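 active means inhibition above a per-plate limit of that plate's mean compound inhibition plus 3 SD, cut at about 60% in these data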;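 further: 0% = DMSO wells and 100% = LY294002 at 200 µM; higher means less KLF5 promoter-driven luciferase light; inactives centre near -14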
aSyn UTR inh = 5' untranslated region of α-synuclein, MLPCN primary screen | alpha-synuclein 5'UTR reporter, inhibitor activity | inhibition, % (tested at 7.5 µM) | 0.82% of 300,000 active | AID 1813; in the data active means inhibition above about 60%;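 further: H4 neuroglioblastoma cells stably carrying SNCA 5'UTR luciferase fusion; 0% = DMSO wells and 100% = positive control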
Platelet DG rel = modulates dense granule release in human platelets; human platelet-rich plasma, SFLLRN dense granule ATP release, luminescence; inhibition, %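 (compounds screened at 7.5 µM in platelet-rich plasma)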; 0.22% of 300,000 active;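 active means mean replicate score, as percent of positive control, at or above 50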
SKKanGAS inh = blocks kanamycin growth of S. pyogenes SKKanGAS strain | BacTiter-Glo, 6 h | inhibition, % at 7.5 µM | 1.3% of 300,000 active;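 active means mean replicate score, as percent of positive control median, at least 50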;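 further: strain carries kanamycin resistance gene driven by streptokinase promoter and grows in 40 µg/ml kanamycin; loss of luminescence reflects streptokinase promoter inhibition or plain growth inhibition; 0% = median of DMSO wells and 100% = positive control at its reference dose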
AI-2 QS mod = Vibrio harveyi AI-2 quorum sensing modulation | Vibrio harveyi JMH597 AI-2 luminescence/OD600 ratio, 9 h; hits give low values; strain lacks LuxN and CqsS sensors; 0 = neutral-control median | activity change, % at 7.5 µM | 0.4% of 300,000 active; in the data active means activity change below about -75%, passing the limit was not always enough;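 further: luminescence divided by OD600 gain over 9 h not by final OD600 alone; inactives centre near 13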
HSP90 inh = inhibitors of HSP90 luciferase refolding in rabbit reticulocyte lysate; luciferase refolding luminescence, 3 h; inhibition, % at 5.6 µM; 0.91% of 290,000 active;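 active means inhibition above the screen-wide mean plus 3 SD, computed separately per campaign, cut at about 16% in these data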;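 further: 0% = DMSO wells and 100% = 60 µM geldanamycin wells; inhibitors lower the luminescence because luciferase stays unfolded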
HIF activator = HIF pathway transcriptional activation | AID 1910 | activation, % at 7.5 µM (by protocol) | 0.32% of 300,000 active | U2OS HRE-luciferase reporter, luminescence; normalized: DMSO 0%, desferrioxamine 100%;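 active means mean activation of at least 10% of the iron chelator positive control signal, with at least half of replicates also reaching 10%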
HSF-1 act = increases HSF-1 driven luciferase reporter signal; NIH3T3-HGL HSF-1 luciferase reporter, MG132, 8 h; 100% = twice DMSO control signal; activation, % at 9 µM; 1.7% of 300,000 active;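 active means mean replicate activation of at least 50% with a set share of replicates each reaching 50%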;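 further: 0% = median of the neutral control wells and 100% = twice that signal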
IEC-6 cytotox = kills IEC-6 intestinal cells in KLF5 counter-screen | IEC-6 cytotoxicity, luminescence viability | inhibition, % at 5 µM | 0.78% of 290,000 active; in the data active means inhibition above about 22%;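 further: 0% = plate median of test compound wells and 100% = cytotoxic reference compound wells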
HSF1 inh = HSF1 inhibition; NIH3T3-HGL HSE-luciferase, MG132-induced, luminescence 8 h; hits give low values; activity change, negative = inhibition, % at 7.5 µM (by protocol); 0.77% of 300,000 active; AID 2098;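 active means more than half of replicate wells show activity change below -50%, luminescence cut by over half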;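 further: luciferase reports HSF-1 transcriptional activity via heat shock element; 0% = median of DMSO wells and -100% = zero luminescence signal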
An asterisk follows results filed as active; . = no result given. Rows were taken by chance; overall some 6% were active at least once.

Short forms: A = KLF5 inh; B = aSyn UTR inh; C = Platelet DG rel; D = SKKanGAS inh; E = AI-2 QS mod; F = HSP90 inh; G = HIF activator; H = HSF-1 act; I = IEC-6 cytotox; J = HSF1 inh
CCN1CCCC1CNC(=O)c1cc2c(-c3cccc(OC)c3)nn(C)c2s1 (stereo unspecified)
  A: -9; B: -21; C: 5; D: 3; E: -5; F: 6; G: 0.3; H: 2; I: 15; J: -5
N#CCCn1cc(/C=C(\C#N)c2nc3ccccc3s2)c(-c2ccc(F)cc2)n1
  A: -19; B: -5; C: 3; D: -3; E: 28; F: -2; G: -0.9; H: -13; I: -7; J: -8
CC12c3ccccc3C(c3ccccc31)C1C(=O)N(c3cccnc3)C(=O)C12 (stereo unspecified)
  A: 23; B: 13; C: -11; D: 0; E: -4; F: 3; G: -0.3; H: -12; I: 4; J: -1
O=C(Nc1ccnn1C1CCN(C(=O)c2ccc(C(F)(F)F)cc2)CC1)C1CC1
  A: -6; B: 6; C: 0; D: 4; E: -5; F: 2; G: -0.2; H: -3; I: 4; J: 3
CCCC1Cc2c(sc(N)c2C#N)CO1 (stereo unspecified)
  A: -9; B: 32; C: 3; D: 6; E: 19; F: 0; G: -0.1; H: 12; I: 5; J: 7
O=C(NCC1CCCO1)C(c1ccccn1)N(Cc1ccccc1Cl)C(=O)CN1C(=O)c2ccccc2S1(=O)=O (stereo unspecified)
  A: -8; B: 9; C: 12; D: -13; E: 14; F: 3; G: -0.4; H: 9; I: -1; J: -5
O=C(COC(=O)c1cccc([N+](=O)[O-])c1)c1ccc(OCc2ccccc2)cc1
  A: 0; B: -75; C: -5; D: 3; E: 11; F: -4; G: 2.0; H: 19; I: -4; J: 5
CC(C)C1N=C(c2ccc3c(c2)OCO3)CC(c2ccccc2O)N1 (stereo unspecified)
  A: -89; B: -300; C: -3; D: 3; E: -9; F: 0; G: 3.7; H: 75*; I: 1; J: 71
CC(C)CC(=O)Nc1c2c(nn1-c1ccc([N+](=O)[O-])cc1)CS(=O)(=O)C2
  A: -1; B: -3; C: 1; D: -6; E: 4; F: 0; G: -0.6; H: -9; I: 2; J: 2
COc1ccccc1OCCCCCNCCO
  A: -19; B: 15; C: 6; D: -2; E: 16; F: 5; G: 1.0; H: 2; I: 0; J: -5
CCN1CCN(CCNC(=O)c2ccc(/C=C3\Sc4ccccc4N(Cc4ccccc4F)C3=O)cc2)CC1
  A: -55; B: -19; C: -13; D: 8; E: 18; F: 4; G: 0.1; H: 2; I: 10; J: 5
COc1cccc(C(=O)N2N=C(c3ccccn3)CC2(O)C(F)(F)F)c1 (stereo unspecified)
  A: -16; B: 61; C: 2; D: 26; E: 27; F: 0; G: 2.0; H: 11; I: 24*; J: -2
CNCC/C=C1/c2ccccc2CSc2ccccc21
  A: 5; B: -1; C: 1; D: 11; E: .; F: 4; G: -0.9; H: -27; I: 2; J: -5
CC(C)(C)C1CCc2c(sc(NC(=O)c3ccncc3)c2C(N)=O)C1 (stereo unspecified)
  A: -58; B: -131; C: -17; D: 3; E: 16; F: 0; G: 1.8; H: 8; I: 4; J: 13
O=C1NC(=Nc2ccccc2Cl)S/C1=C\c1cccc([N+](=O)[O-])c1
  A: -21; B: 11; C: 0; D: 13; E: .; F: -3; G: -0.1; H: 11; I: -5; J: 1

Some of these compounds in order of molar mass, rising.
Short forms: A = KLF5 inh; B = aSyn UTR inh; C = Platelet DG rel; D = SKKanGAS inh; E = AI-2 QS mod; F = HSP90 inh; G = HIF activator; H = HSF-1 act; I = IEC-6 cytotox; J = HSF1 inh
CC(C)C1N=C(c2ccc3c(c2)OCO3)CC(c2ccccc2O)N1 (stereo unspecified)
  A: -89; B: -300; C: -3; D: 3; E: -9; F: 0; G: 3.7; H: 75*; I: 1; J: 71
CCN1CCCC1CNC(=O)c1cc2c(-c3cccc(OC)c3)nn(C)c2s1 (stereo unspecified)
  A: -9; B: -21; C: 5; D: 3; E: -5; F: 6; G: 0.3; H: 2; I: 15; J: -5
O=C(Nc1ccnn1C1CCN(C(=O)c2ccc(C(F)(F)F)cc2)CC1)C1CC1
  A: -6; B: 6; C: 0; D: 4; E: -5; F: 2; G: -0.2; H: -3; I: 4; J: 3

Reprinted from the results shown for reference:
Short forms: A = KLF5 inh; B = aSyn UTR inh; C = Platelet DG rel; D = SKKanGAS inh; E = AI-2 QS mod; F = HSP90 inh; G = HIF activator; H = HSF-1 act; I = IEC-6 cytotox; J = HSF1 inh
CC(C)CC(=O)Nc1c2c(nn1-c1ccc([N+](=O)[O-])cc1)CS(=O)(=O)C2
  A: -1; B: -3; C: 1; D: -6; E: 4; F: 0; G: -0.6; H: -9; I: 2; J: 2
COc1ccccc1OCCCCCNCCO
  A: -19; B: 15; C: 6; D: -2; E: 16; F: 5; G: 1.0; H: 2; I: 0; J: -5
CCN1CCN(CCNC(=O)c2ccc(/C=C3\Sc4ccccc4N(Cc4ccccc4F)C3=O)cc2)CC1
  A: -55; B: -19; C: -13; D: 8; E: 18; F: 4; G: 0.1; H: 2; I: 10; J: 5
COc1cccc(C(=O)N2N=C(c3ccccn3)CC2(O)C(F)(F)F)c1 (stereo unspecified)
  A: -16; B: 61; C: 2; D: 26; E: 27; F: 0; G: 2.0; H: 11; I: 24*; J: -2

Following part
Short forms: A = KLF5 inh; B = aSyn UTR inh; C = Platelet DG rel; D = SKKanGAS inh; E = AI-2 QS mod; F = HSP90 inh; G = HIF activator; H = HSF-1 act; I = IEC-6 cytotox; J = HSF1 inh
Cc1cc(C)n2nc(C(=O)Nc3ccn(Cc4ccccc4C)n3)cc2n1
  A: -2; B: -10; C: 6; D: -2; E: 26; F: -1; G: -0.3; H: -5; I: -3; J: 0
CCNC(=O)C1(c2ccccc2)CCCC1
  A: 5; B: -5; C: -2; D: 3; E: -11; F: -1; G: 0.3; H: -4; I: 0; J: -5
CCCCn1c(N)c(N(CC(C)C)C(=O)c2cnc(C)cn2)c(=O)[nH]c1=O
  A: .; B: 4; C: -22; D: -10; E: -1; F: .; G: 0.1; H: 1; I: .; J: -1
O=C(Nc1ccccc1F)C1C2C=CC3(O2)C1C(=O)N(c1cccnc1)C3C(=O)NC1CCCCC1 (stereo unspecified)
  A: -6; B: 3; C: 2; D: -8; E: 21; F: 8; G: -0.9; H: -2; I: 2; J: -4
CCOC(=O)c1cccc(N2C(N)=NC(N)=NC2(C)C)c1
  A: 9; B: -4; C: -2; D: 91*; E: -2; F: 1; G: -0.2; H: -36; I: -1; J: -20
O=C(N/C(=C/c1ccc(Br)cc1)C(=O)N1CCOCC1)c1ccco1
  A: -46; B: 17; C: -2; D: -3; E: 13; F: -1; G: -0.3; H: 20; I: -2; J: -3
CCCN1CCN(C(=O)CCc2nnc3ccc(N4CCN(c5cccc(OC)c5)CC4)nn23)CC1
  A: -14; B: 0; C: -2; D: -2; E: 38; F: -6; G: 0.0; H: 1; I: -4; J: -2
Cc1ccc2c(c1)N(CC(=O)N1CCCC1)C(=O)C(C)O2 (stereo unspecified)
  A: -21; B: -4; C: -19; D: -4; E: 15; F: -6; G: -1.1; H: -7; I: -4; J: -10
CNC(=S)N1N=C(c2ccc(OC)cc2)CC1c1ccc(Cl)cc1Cl (stereo unspecified)
  A: -4; B: -29; C: -1; D: 8; E: 20; F: 0; G: -0.1; H: 13; I: 3; J: 8
CCCc1nnc(NC(=O)CCC(=O)N2CCC(C)CC2)s1
  A: -40; B: -1; C: 2; D: 4; E: 19; F: 0; G: .; H: -2; I: -4; J: 1
CC1CCCC(NC(=S)Nc2cccc(S(=O)(=O)N(C)C)c2)C1C (stereo unspecified)
  A: -22; B: 19; C: 5; D: -3; E: 5; F: -1; G: -0.8; H: 22; I: 5; J: 4
CSc1nnc(C)c(=O)n1COC(=O)COc1ccccc1
  A: 14; B: 15; C: 1; D: -4; E: 17; F: 6; G: 0.2; H: 6; I: 2; J: 3
Cc1ccccc1OCC(=O)OCC(=O)NCCNC(=O)COC(=O)COc1ccccc1C
  A: .; B: -15; C: 12; D: 1; E: 0; F: .; G: -0.2; H: -23; I: .; J: -2
Cc1cccc(C(=O)N[C@H](C(=O)NCCc2ccc(Cl)cc2)C(C)C)c1
  A: -12; B: 3; C: -3; D: -2; E: 27; F: 3; G: -0.3; H: -48; I: -6; J: -33
CC(C)CNC(=O)[C@H]1N2C(=O)c3ccccc3C2SC1(C)C (stereo partly specified)
  A: -43; B: 3; C: 5; D: 2; E: 26; F: -1; G: -1.3; H: 16; I: 0; J: 13
N/C(=N\OC(=O)c1ccc(Cl)cc1)c1nonc1N
  A: -30; B: -2; C: 24; D: 2; E: 11; F: -1; G: -0.5; H: 11; I: -2; J: 4
Cc1nc(N2CCN(Cc3ccccc3)CC2)nc2c1C(=O)CC(C)C2 (stereo unspecified)
  A: 2; B: -18; C: 0; D: 21; E: 24; F: 2; G: -0.1; H: -3; I: -3; J: -8
COc1cccc(NC(=S)N(CCCN2CCN(C)CC2)Cc2ccco2)c1
  A: -3; B: 10; C: 7; D: -3; E: 28; F: 0; G: 2.4; H: 61*; I: -2; J: 21
CC(C)n1c2ccccc2c2nnc(SCC(=O)Nc3ccccc3C(=O)O)nc21
  A: -31; B: -1; C: 2; D: 20; E: 10; F: -4; G: -0.2; H: -14; I: -3; J: -2
CCOC(=O)C(NC(=O)Nc1ccccc1)(OCC)C(F)(F)F (stereo unspecified)
  A: -20; B: -9; C: -16; D: -3; E: 6; F: -1; G: -0.6; H: 3; I: 1; J: -3
CCC(=O)N1CCc2cc(S(=O)(=O)N3CCCC3)ccc21
  A: 3; B: 8; C: 22; D: 2; E: 19; F: -3; G: 0.2; H: 6; I: 6; J: 0
Cc1c(N2C(=O)CSC2c2ccc(F)cc2)c(=O)n(-c2ccccc2)n1C (stereo unspecified)
  A: 7; B: 21; C: -6; D: -7; E: 6; F: 0; G: 0.2; H: -4; I: 0; J: -9
Cn1c(=O)c2c(=O)cc(NNC(=O)CC#N)[nH]c2n(C)c1=O
  A: -13; B: 8; C: 2; D: 1; E: 10; F: 1; G: -0.3; H: -5; I: -1; J: -6
Cc1ccc(-n2ncc(C(=O)NC3CC3)c2C2CCN(C(=O)OC(C)(C)C)CC2)cc1
  A: -28; B: 4; C: 8; D: -2; E: 22; F: -2; G: 0.3; H: -4; I: -2; J: -4
COc1cccc(C(=O)NCCN2C(=O)S/C(=C/c3cccs3)C2=O)c1OC
  A: -10; B: 5; C: -1; D: -2; E: 12; F: -3; G: -0.4; H: 4; I: -10; J: 2
O=C(Nc1ccccc1)N1CCC(c2ccccc2)C1 (stereo unspecified)
  A: -136; B: -141; C: -4; D: 6; E: 10; F: -5; G: 2.0; H: 43; I: 4; J: 24
CCc1ccccc1NC(=O)c1ccoc1C
  A: 3; B: 4; C: 0; D: -2; E: 7; F: 2; G: -0.3; H: -4; I: 2; J: -1
O=C(NC1CCS(=O)(=O)C1)c1cn(-c2ccccc2)nc1-c1ccccc1 (stereo unspecified)
  A: -17; B: -1; C: .; D: -2; E: 13; F: 1; G: -0.8; H: 11; I: 3; J: 4
COC(=O)CC1Oc2ccccc2N(Cc2ccc(C)cc2)C1=O (stereo unspecified)
  A: 18; B: -5; C: -23; D: -4; E: 17; F: 2; G: -0.2; H: 18; I: 4; J: 7
